CCHF vOTU inh: CCHFV vOTU protease inhibition | Pep-AMC fluorescence | inhibition, % at 11.5 µM | 370,000 tested, 0.55% active | AID 651958; in the data active means inhibition above about 30%; further: 0% = vehicle wells with enzyme and 100% = no enzyme wells
FadD28 FP inh: M. tuberculosis FadD28 bisubstrate binding inhibition. FadD28 bisubstrate probe binding, fluorescence polarization. inhibition, % at 12.5 µM. 360,000 tested, 0.22% active. AID 588549; in the data active means inhibition above about 8.5%, passing the limit was not always enough; inconclusive means no clear call, values can overlap the other calls
Y pestis TopoI: blocks Yersinia pestis topoisomerase I activity | Y. pestis Topo-I cleavage product accumulation, plate reader | activity, % at 10 µM | 360,000 tested, 0.064% active | AID 504884; in the data active means activity above about 50%, passing the limit was not always enough; inconclusive means no clear call, values can overlap the other calls; further: inactives centre near 2
BoNT-A LC inh2: BoNT A light chain protease inhibition; multiplex microsphere protease substrate cleavage, flow cytometry; inhibition, % at 10 µM; 360,000 tested, 0.17% active; AID 588499; further: plate controls were buffer without enzyme for full effect and enzyme alone for no effect
Anthrax LF inh2: inhibitors of Bacillus anthracis lethal factor protease | inhibition, % at 10 µM | AID 588501 | multiplex microsphere protease cleavage assay, LF | P15917 | 360,000 tested, 0.12% active; further: plate controls were buffer without enzyme for full effect and enzyme alone for no effect
Target sequence (P15917 whole entry, looked up): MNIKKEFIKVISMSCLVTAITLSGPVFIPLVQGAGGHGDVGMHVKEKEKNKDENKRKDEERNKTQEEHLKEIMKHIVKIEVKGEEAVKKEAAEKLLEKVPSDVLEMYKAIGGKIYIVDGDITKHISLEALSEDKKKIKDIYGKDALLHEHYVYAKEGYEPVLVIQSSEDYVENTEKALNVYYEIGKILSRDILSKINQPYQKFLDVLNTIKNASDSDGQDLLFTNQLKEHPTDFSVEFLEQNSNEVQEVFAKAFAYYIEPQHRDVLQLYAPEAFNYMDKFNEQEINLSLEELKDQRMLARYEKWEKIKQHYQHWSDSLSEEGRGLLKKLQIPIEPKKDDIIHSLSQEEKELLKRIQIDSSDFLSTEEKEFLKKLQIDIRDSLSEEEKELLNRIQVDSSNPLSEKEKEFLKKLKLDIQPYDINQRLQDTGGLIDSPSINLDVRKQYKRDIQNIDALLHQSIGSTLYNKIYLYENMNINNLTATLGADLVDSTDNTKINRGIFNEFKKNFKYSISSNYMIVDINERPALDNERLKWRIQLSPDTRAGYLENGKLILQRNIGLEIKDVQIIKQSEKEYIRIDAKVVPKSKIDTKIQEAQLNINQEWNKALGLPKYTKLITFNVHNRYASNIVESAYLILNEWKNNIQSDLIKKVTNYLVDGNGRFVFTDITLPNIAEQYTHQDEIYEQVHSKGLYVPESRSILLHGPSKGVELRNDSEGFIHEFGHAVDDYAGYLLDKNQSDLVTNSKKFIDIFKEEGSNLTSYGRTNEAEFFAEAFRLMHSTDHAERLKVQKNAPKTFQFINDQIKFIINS
PrPC TRFRET: reduces human prion protein on the cell surface; P04156; cell surface PrPC, TR-FRET read-out; inhibition, % at 13.8 µM; 370,000 tested, 0.43% active; in the data active means inhibition above about 24%; further: 0% = median of the test wells and 100% = reference compound wells
BoNT F protease: blocks Botulinum neurotoxin F light chain protease; Multiplex microsphere protease cleavage assay, flow cytometry; inhibition, % at 10 µM; 360,000 tested, 0.22% active; in the data active means inhibition above about 35%, passing the limit was not always enough; inconclusive means no clear call, values can overlap the other calls; further: plate controls were buffer without enzyme for full effect and enzyme alone for no effect
TcdB inh: TcdB glycohydrolase inhibition; P18177; TcdB glycohydrolase enzymatic assay, plate reader; inhibition, % at 9.99 µM; 350,000 tested, 0.24% active; in the data active means inhibition above about 10%
PfHsp40 yeast: restores yeast growth despite PfHsp40 toxicity; S. cerevisiae expressing PfHsp40, growth rescue, ATP luminescence; growth rescue, % at 12.5 µM; 340,000 tested, 0.68% active; in the data active means growth rescue above about 28%, passing the limit was not always enough; inconclusive means no clear call, values can overlap the other calls;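 further: yeast W303a lacking pdr1 and pdr3 grown in galactose medium; growth measured after three days at 30 °C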
* = called active by the depositor; ? = inconclusive; . = not tested or not shown; & = joins results of further samples. Unless noted, no stated cut-off is given here; in the data, active means inhibition above about 30%; inconclusive means no clear call, values can overlap the other calls; inactive means below that.

The line under a structure holds: CCHF vOTU inh, FadD28 FP inh, Y pestis TopoI, BoNT-A LC inh2, Anthrax LF inh2, PrPC TRFRET, BoNT F protease, TcdB inh, PfHsp40 yeast
- Cc1cc(C)cc(N(CCC#N)C(=O)CN2C(=O)NC3(CCCC3)C2=O)c1
 : -3, -0.6, 5, -1.5, -6, 9, 16, -0.8, -1.3
- O=C(CSCc1ccc(Cl)cc1)N/N=C/c1c(Cl)cccc1Cl
 : -5, -3.9, 17, -0.3, -2, 4, -2, -1.4, 0.7
- Cc1[nH]n(-c2ccc([N+](=O)[O-])cc2)c(=O)c1C=NCCN1CCN(C(=O)c2ccccc2)CC1
 : 11, -2.7, -4, 0.7, 6, -30, 5, ., -7.6
- O=S1(=O)[C@H]2CC3O[C@]2(C[C@@H]3c2ccc(F)cc2)CN1Cc1ccc(Cl)cc1
 : 6, -5.1, 12, -0.5, 1, 6, 2, ., 2.9
- CC12CCC(=O)N1C(C(=O)NNC(=O)c1ccc(F)cc1)CS2 (configuration not stated)
 : 16, -0.4, -3, -1.0, -3, -3, 3, 1.5, -0.8
- CC(=O)Nc1ccc(S(=O)(=O)NCCC(=O)OCC(=O)c2ccc(Br)cc2)cc1
 : -14, -2.4, -6, 0.3, 7, -1, -5, 0.1, -0.4
- Cc1noc(C)c1S(=O)(=O)Nc1ccc2c(c1)C(=O)N([C@@H](C)CO)C[C@@H](C)[C@@H](CN(C)CC1CCCCC1)OCCCC[C@@H](C)O2
 : 2, -1.2, 23, -0.3, -4, -7, -7, -5.5&-0.2, .
- COc1cccc(/C=C/C(=O)OCC(=O)NCCc2ccccc2)c1
 : 1, -4.1, 5, 0.0, -3, 1, 1, -2.2, 2.5
- Cc1csc(NC(=O)CCC(=O)c2cccs2)n1
 : 3, -2.3, -2, 0.1, 1, -4, -8, 1.9, -0.5
- Nc1c(N=Nc2cccc(Cl)c2)c(=O)[nH]n1-c1ccccc1
 : 15, 1.8, -1, 0.5, -1, -3, -1, ., 0.0
- O=C(Nc1ccc(S(=O)(=O)NCc2ccco2)cc1)c1cccc(F)c1
 : 3, -0.8, 10, -4.6, 1, 2, -17, 1.1, -0.5
- COc1ccc(/C=C(\C#N)C(=O)OCC(=O)Nc2c(C)cccc2C)cc1
 : 9, -3.3, -1, -0.9, -1, 6, 0, -1.8, -0.5
- O=C(NC12CC3CC(CC(C3)C1)C2)c1ccc(N2CCNCC2)c([N+](=O)[O-])c1
 : -7, -1.2, -12, ?, -15, -13, ?, 1.8, -0.9
- CCCc1ccc2oc(C(=O)N3CCN(c4cnccn4)CC3)c(C)c2c1
 : 8, -0.4, 38, ., ., 4, ., 0.2, -0.8
- COc1ccc([C@]2(C(C)C)ON(c3ccccc3C(F)(F)F)C2=O)cc1
 : 25, -6.4, 20, 0.5, -4, 5, -5, -2.3, -1.1
- Cc1cc2cc3c(cc2nc1SCC(=O)OC(C)C)OCO3
 : -3, 0.2, -8, -0.1, -4, -6, -2, ., -0.4
- CNC(=O)c1c(NC(NC(=O)c2ccco2)C(=O)c2ccc(Cl)cc2)sc2c1CCCC2 (configuration not stated)
 : 5, -4.4, 26, -0.9, -5, -6, -14, -0.2, 0.2
- COc1cccc(C2c3c(C)nn(-c4ccc([N+](=O)[O-])cc4)c3N=C3C(=O)Nc4ccccc4N32)c1 (configuration not stated)
 : -4, 0.2, 7, 0.9, 2, 0, -3, 0.2, -1.6
- O=C(NCc1ccc(F)cc1)C1CCCN(C(=O)Nc2ccccc2)C1 (configuration not stated)
 : -9, -4.2, 4, ?, -4, 7, -1, ., -0.6
- O=[N+]([O-])c1ccc2nc(N3CCCC3)sc2c1
 : 6, ., -5, -1.5, 0, -16, 0, -7.5, -2.2
- COC(=O)c1c(C)noc1-c1snnc1C
 : 13, -0.1, -5, -0.7, 9, -11, 2, 1.3, .
- CCN(CC)C(=O)C1=C(C)N(Cc2ccccc2)C(=O)C(CC(=O)NCCCCc2ccccc2)C1 (configuration not stated)
 : 12, -3.3, 3, 0.2, 5, 4, 2, -4.4, .
- OC[C@@H]1CN(Cc2ccc3c(c2)OCO3)C[C@H](n2cnc3c(N4CCN(c5ccccc5)CC4)ncnc32)O1
 : -3, -1.6, 2, -0.1, -1, -1, 0, 0.2, .
- CCCCCCCCSC1=CC(=O)C(OC)=C(OC)C1=O
 : 18, ?, 8, -0.2, 0, -2, -8, -1.4, .
- Cc1sc(NC(=O)c2ccccc2)c(C#N)c1-c1ccccc1
 : -7, 0.2, 2, -1.4, -4, 6, -13, ., 0.4
- CCN(CC)C(=O)CSc1nc2cc3c(cc2c(=O)n1CCCC(=O)NCc1ccc(OC)cc1)OCO3
 : -3, -5.5, 36, 0.3, 1, 2, -6, -0.8, 1.1
- CSCCC(NS(=O)(=O)c1ccc(C)cc1)C(=O)Nc1ccc(C)cn1 (configuration not stated)
 : 2, -0.6, 8, 7.4, 0, 6, 18, 3.8, 1.0
- CCOc1ccc(S(=O)(=O)NCc2ccco2)cc1
 : -5, -3.1, 0, 0.2, 0, 3, 0, -0.2, -1.0
- O=C(O)CCCN1C(=O)C2C3C=CC(C2C1=O)C1C(=O)N(CCCC(=O)O)C(=O)C31 (configuration not stated)
 : -16, 1.3, 5, -2.5, -4, 8, -16, 0.1, -0.8
- O=C(C(c1ccccc1)c1ccccc1)N1CCC(c2nc(-c3ccccc3Cl)no2)CC1
 : -2, -2.2, 3, 0.3, -3, 3, 4, ., -1.4

Brought forward from above: three compounds, followed by the next part.
The line under a structure holds: CCHF vOTU inh, FadD28 FP inh, Y pestis TopoI, BoNT-A LC inh2, Anthrax LF inh2, PrPC TRFRET, BoNT F protease, TcdB inh, PfHsp40 yeast
- CCOc1ccc(S(=O)(=O)NCc2ccco2)cc1
 : -5, -3.1, 0, 0.2, 0, 3, 0, -0.2, -1.0
- O=C(O)CCCN1C(=O)C2C3C=CC(C2C1=O)C1C(=O)N(CCCC(=O)O)C(=O)C31 (configuration not stated)
 : -16, 1.3, 5, -2.5, -4, 8, -16, 0.1, -0.8
- O=C(C(c1ccccc1)c1ccccc1)N1CCC(c2nc(-c3ccccc3Cl)no2)CC1
 : -2, -2.2, 3, 0.3, -3, 3, 4, ., -1.4
- COc1ccc(/C=c2/sc3n(c2=O)C(c2ccccc2OC)C2=C(N=3)c3ccccc3CC2)cc1O (configuration not stated)
 : 14, -0.5, 5, 3.5, 4, -11, -6, ., 0.0
- C=CCC[C@H](Cc1ccc(F)cc1)C(=O)OC[C@@H](Cc1c[nH]c2ccccc12)NC(=O)[C@H](CC=C)CC(=O)N[C@H](CO)Cc1ccccc1
 : 6, -1.4, 1, -0.5, 0, -12, -3, -0.6, -0.2
- COc1ccc(N(CC(=O)NC(C)c2ccccc2)S(=O)(=O)c2ccc(C)cc2)cc1 (configuration not stated)
 : 5, ., 31, 1.1, 2, -1, 9, -0.1, 0.8
- Cc1cc(OCC(=O)OCC(=O)N2CCCCC2)ccc1Cl
 : 22, -3.5, 8, 0.1, -8, 1, 0, -0.6, .
- Cc1cccc(CNc2ccc(C(CC(N)=O)NC(=O)Cc3cccc4ccccc34)cc2[N+](=O)[O-])c1 (configuration not stated)
 : 19, 0.0, 2, -0.4, 0, -6, 0, -0.5, -1.1
- COc1ccccc1CNC(=O)C1CCN(c2nc3ccccc3o2)CC1
 : -3, -1.0, -7, 5.3, 1, -5, 4, ., 0.6
- COc1cccc(NC(=O)N2CCN(c3nnnn3-c3ccccc3)CC2)c1
 : 29, -1.2, 4, -0.3, -4, 11, 0, -2.4, 0.5
- Cc1ccc(CNC(=O)COC(=O)c2ccc(Cl)c(N)c2)cc1
 : -13, -2.2, 1, 1.2, 0, -2, 3, 2.8, -0.4
- O=c1c2ccccc2c(-c2ccccc2)nn1Cc1ccccc1
 : 6, 1.1, 27, 0.1, -1, 2, -2, ., -0.3
- O=C(COC(=O)c1ccc([N+](=O)[O-])o1)NC1CCCCC1
 : 19, -2.2, 1, -0.2, -3, -18, 9, 3.4, 213*
- COc1ccc(NC(=O)c2ccc(-n3cnnn3)cc2)c([N+](=O)[O-])c1
 : 14, 1.4, -13, -1.3, 1, -36, 6, 1.1, -0.2
- Cc1ccccc1S(=O)Cc1ccc(C(=O)NCCCN2CCCCC2)o1 (configuration not stated)
 : 4, -4.6, 1, 0.2, 0, 7, 2, 1.1, -0.7
- O=C(CCOc1ccccc1)Nc1ccc([N+](=O)[O-])cc1
 : 7, -3.0, -7, -1.0, 0, -13, -3, 0.3, 1.5
- COC(=O)Cn1c(=O)c2c(nc(Br)n2Cc2ccccc2Cl)n(C)c1=O
 : 1, -2.8, 3, 0.1, -1, 6, 6, ., 7.6
- CC1CC(NC(=O)c2ncn[nH]2)CC(C)(C)C1 (configuration not stated)
 : -4, 0.5, 4, 0.2, 2, 6, -5, ., 0.7
- Cc1ccc(N(CC(O)Cn2nc(C)cc2C)S(=O)(=O)c2ccc3ccccc3c2)cc1 (configuration not stated)
 : -1, -4.5, 23, 0.2, 0, 3, -2, 1.2, 2.7
- CC1=C(C(=O)N(C)C)CC(CC(=O)NCc2cccs2)C(=O)N1CCC1=CCCCC1 (configuration not stated)
 : -9, -0.7, 10, -0.3, -7, 4, 3, 1.1, .
- COc1cc(OC)nc(Nc2nc(C(N)Cc3ccc(C(F)(F)F)cc3)cs2)n1 (configuration not stated)
 : 23, -7.5, -4, 0.3, -4, -10, -18, 2.4, .
- CC(C)NS(=O)(=O)c1ccc(OCC(=O)NCC2CCCO2)c(Cl)c1 (configuration not stated)
 : ., -0.3, 9, 0.4, -5, ., 6, 1.3, 1.2
- CCOc1ccc(OCCC(=O)N(CCOC)c2c(N)n(Cc3ccccc3)c(=O)[nH]c2=O)cc1
 : -32, -0.5, 8, -0.7, 2, -3, -7, 0.0, -1.2
- COc1ccc(C(=O)C2CCCN(C(=O)c3csc(SC)n3)C2)cc1F (configuration not stated)
 : -4, -3.7, 13, 0.5, -2, 2, 2, 1.8, .
- COc1cc(C(=O)NC2Cc3ccccc3C2)ccc1OC1CCN(C(C)=O)CC1
 : -3, 0.8, -10, -2.0, -5, 3, -7, 1.2, 0.9
- C=C1CC2C(=O)N(Cc3ccccc3)C(C(=O)OCC)(C(=O)OCC)C1N2C(=O)OC(C)(C)C (configuration not stated)
 : 7, -1.3, 6, -0.4, -3, 1, -4, 0.8, 3.1
- COc1ccccc1Cc1c(-c2ccc(OC)c(OC)c2)nc2cc(C)c(Br)c(C)n12
 : 8, ., ., 1.6, -16, 5, -1, 0.1, .
- O=C(NCCCn1ccnc1)c1csc2ccccc12
 : -12, -1.0, 0, 0.1, 0, 0, -1, 0.9, -0.4
- CC(C)N1CCN(Cc2cccn2-c2ccccn2)CC1CCO (configuration not stated)
 : -10, -4.4, 2, -0.8, 0, 3, -4, 0.5, -1.5
- O=C1CCCC2=C1C1(CCCC1)N=C(Nc1nc3ccccc3s1)N2
 : 3, -2.1, -2, 2.3, -3, -3, 8, ., -1.1
- CSc1ccccc1OCc1cc(C(=O)NCCN2CCCC(O)C2)no1 (configuration not stated)
 : 13, -2.0, -7, -3.8, -7, -4, -4, 1.6, -0.4
- Cc1ccc(-n2c(Cc3cccn3C)nnc2SCC(=O)NCc2ccc3c(c2)OCO3)cc1
 : -6, 0.3, 7, 2.6, -7, 0, 3, ., 0.4
- COC(=O)c1cc(C(=O)NCc2ccc3c(c2)OCO3)cc([N+](=O)[O-])c1
 : -7, 0.3, -5, ?, 2, -41, ?, 1.3, 3.4
- O=C(CN1C(=O)NC2(CCc3ccccc3C2)C1=O)Nc1ccc(Cl)cc1F (configuration not stated)
 : 4, 0.4, -2, -0.9, -3, 2, -1, -0.8, -2.9
- COc1ccc(CCC(=O)OCc2csc(CC(=O)Nc3ccc(C)cc3)n2)cc1OC
 : 12, -3.2, 11, 0.1, 4, 2, -6, 1.5, -0.9
- CC1CN(S(=O)(=O)c2cc(C(=O)NCCCN3CCCC3=O)ccc2Cl)CC(C)O1 (configuration not stated)
 : 8, 0.1, -2, 4.0, 1, -7, 18, 1.0, -1.8
- O=c1[nH]c(CN2CCN(S(=O)(=O)c3cccs3)CC2)nc2c(Br)cc(Br)cc12
 : -5, -1.8, -11, -0.1, 8, 6, -3, 0.1, 0.3
- CCCCNc1c(-c2ccc(F)cc2)nc2nc(C)cc(C)n12
 : 5, ., ., -0.2, -1, -5, -4, -1.7, .
- COc1ccccc1CNC(=O)C(C)NS(=O)(=O)c1ccc(C)cc1 (configuration not stated)
 : -12, -0.3, 2, 1.9, 4, 0, 15, ., -0.7

High-throughput results from PubChem BioAssay.
